# TcdB inh – inhibitors of Clostridioides difficile toxin B glycohydrolase. inhibition, % at 9.99 µM. AID 652162. 0.24% of 350,000 active. TcdB glycohydrolase enzymatic assay, plate reader. P18177; in the data active = inhibition above about 10%
# 3CLpro inhibitor – SARS-CoV 3CLpro protease inhibition. P0C6X7. recombinant SARS-CoV 3CLpro, quenched FRET peptide cleavage. inhibition, % at 6 µM. 0.14% of 290,000 active. AID 1706; in the data active = inhibition above about 12%
# Vc quorum ag – induces V. cholerae light production without autoinducers | V. cholerae BH1578 lux reporter, luminescence, 6 h | activation, % at 18.7 µM | 0.16% of 350,000 active; in the data active = activation mostly above about 9.7%, no sharp cut-off; inconclusive = no clear call, values can overlap the other calls; inactive = mostly below about 3.7%; note: not every result past the cut was called active; inactives centre near 0; reference of the scale not given here
# BoNT-A LC inh2 – inhibitors of Botulinum neurotoxin A light chain protease; multiplex microsphere protease substrate cleavage, flow cytometry; inhibition, % at 10 µM; 0.17% of 360,000 active; AID 588499; note: plate controls were buffer without enzyme for full effect and enzyme alone for no effect
# Y pestis TopoI – inhibitors of Yersinia pestis topoisomerase I; Y. pestis Topo-I cleavage product accumulation, plate reader; activity, % at 10 µM; 0.064% of 360,000 active; AID 504884; in the data active = activity above about 50%, passing the limit was not always enough; inconclusive = no clear call, values can overlap the other calls; note: inactives centre near 2
# PriA SSB inh – inhibitors of Klebsiella pneumoniae PriA binding to SSB C-terminal tail. AlphaScreen SSBct-PriA binding, biotinylated peptide. inhibition, % at 33 µM. 0.6% of 430,000 active. AID 1272365; in the data active = inhibition mostly above about 37%, no sharp cut-off; inactive = mostly below about 20%;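 note: plate controls were negative control peptide for no effect and reference peptide for full effect; strong numbers were not always called active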
# PfHsp40 yeast – rescue of PfHsp40-mediated yeast toxicity; S. cerevisiae expressing PfHsp40, growth rescue, ATP luminescence; growth rescue, % at 12.5 µM; 0.68% of 340,000 active; AID 504582; in the data active = growth rescue above about 28%, passing the limit was not always enough; inconclusive = no clear call, values can overlap the other calls;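 note: yeast W303a lacking pdr1 and pdr3 grown in galactose medium; growth measured after three days at 30 °C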
# PrPC surface inh – inhibitors of human cell surface prion protein PrPC. P04156. 0.43% of 370,000 active. inhibition, % at 13.8 µM. AID 720596. TR-FRET read-out; in the data active = inhibition above about 24%; note: 0% = median of the test wells and 100% = reference compound wells
# Anthrax LF prot – anthrax lethal factor protease inhibition; multiplex microsphere protease cleavage assay, LF; inhibition, % at 10 µM; 0.12% of 360,000 active; AID 588501; P15917; note: plate controls were buffer without enzyme for full effect and enzyme alone for no effect
# * = called active by the depositor; i = inactive; ? = inconclusive; . = not tested or not shown; & = joins results of further samples. Cut-off read from the data, not from the text of the source, unless noted: active = inhibition above about 30%; inconclusive = no clear call, values can overlap the other calls; inactive = below that. A portion of the library, so the mix of outcomes need not match the whole.
SMILES,TcdB inh,3CLpro inhibitor,Vc quorum ag,BoNT-A LC inh2,Y pestis TopoI,PriA SSB inh,PfHsp40 yeast,PrPC surface inh,Anthrax LF prot
CCOC(=O)CCNC(=O)Nc1ccc2nc(C)n(Cc3cccc(Cl)c3)c(=O)c2c1,.,1,i,-0.2,20,0,1.1,10,-1
COc1ccc(Cl)cc1NC(=O)CN(C)C(=O)CCCNC(=O)c1ccc(Cl)cc1,-1.2,.,-2.0,-3.7,26,-4,-0.3,-1,0
Cc1ccc(N2C(=O)c3oc4ccccc4c(=O)c3C2c2cccc(O)c2)nc1 (stereo not given),0.2,-5,-0.2,-0.6,-1,-2,0.2,-18,-9
CCOC(=O)c1c(C)oc2c1C(=O)c1ccccc1C2=O,0.0,0,4.3,0.7,-5,23,1.8,5,-3
CCc1nnc(NC(=O)c2cccs2)s1,5.8,0,i,0.9,0,-14,-1.0,6,-2
O=C(O)CCN1C(=O)/C(=C\c2ccc(OCc3ccccc3)c(OCc3ccccc3)c2)SC1=S,0.4,1,i,2.5,30,-5,1.6,-2,-2
COc1ccc(C(=O)N2CCCC2)cc1S(=O)(=O)N1CCOCC1,.,0,i,0.3,1,-16,0.1,-4,2
NS(=O)(=O)c1ccc(NC(=O)c2ccc(OCC3CCCO3)cc2)cc1 (stereo not given),-0.3,.,i,0.1,1,-11,0.1,11,-9
CCOC(=O)n1c(=O)n(Cc2ccc(OC)cc2)c2ccccc21,-0.2,0,0.6,1.2,11,-28,1.7,-3,2
COc1ccc2cc(-c3csc(-c4cccnc4)n3)ccc2c1,.,-4,2.8,0.0,0,-10,-0.4,-8,0
CC1(C(=O)Nc2cccc3c2CCCC3)CCN1C(=O)C1(c2ccc(Cl)cc2)CC1 (stereo not given),2.1,.,i,0.4,7,.,.,5,-6
COc1ccc(Nc2nc(N3CCCC3)nc(N3CCCC3)n2)c(OC)c1,.,7,-1.0,-0.6,5,-5,-0.6,-3,-4
Cc1cccc(NS(=O)(=O)c2ccc(C(=O)N3CCCC3)cc2)c1C,-0.6,.,i,.,12,-10,-0.1,11,.
Cc1cc(C)cc(N(CC(=O)NCc2ccco2)C(=O)c2snc(C(N)=O)c2N)c1,.,2,i,0.6,7,-9,1.6,-4,5
Cc1c(Cl)cnc(NC(=O)COC(=O)c2cccc(S(=O)(=O)N3c4ccccc4CC3C)c2)c1Cl (stereo not given),1.4,3,-0.3,-0.1,20,-8,1.1,0,-1
COc1ccc(CN(C(=O)c2cc3ccccc3oc2=O)C2CCCC2)cc1,.,3,i,0.2,-4,-5,0.5,7,-2
Cc1ccc2nc(-c3ccccc3)c(Cc3ccsc3)n2c1,0.4,.,.,1.0,.,.,.,-4,-4
CCOc1ccc(NC(=O)C(CC)NC(=O)c2ccccc2CO)cc1 (stereo not given),.,-3,i,-0.4,5,-12,1.7,-4,-1
CC(C)Cc1nnc(NS(=O)(=O)c2ccccc2)s1,1.9,.,-0.7,0.2,1,.,.,-2,0
O=C(COc1coc(CN2CCN(c3ccc(F)cc3)CC2)cc1=O)NC1CCCC1,2.1,.,i,.,14,-15,-1.4,1,.

# Nothing new here: an excerpt of the list.
SMILES,TcdB inh,3CLpro inhibitor,Vc quorum ag,BoNT-A LC inh2,Y pestis TopoI,PriA SSB inh,PfHsp40 yeast,PrPC surface inh,Anthrax LF prot
Cc1ccc2nc(-c3ccccc3)c(Cc3ccsc3)n2c1,0.4,.,.,1.0,.,.,.,-4,-4
CCOc1ccc(NC(=O)C(CC)NC(=O)c2ccccc2CO)cc1 (stereo not given),.,-3,i,-0.4,5,-12,1.7,-4,-1

# Additional records
SMILES,TcdB inh,3CLpro inhibitor,Vc quorum ag,BoNT-A LC inh2,Y pestis TopoI,PriA SSB inh,PfHsp40 yeast,PrPC surface inh,Anthrax LF prot
COc1cccc(N2CCN(C(=O)C3CCN(S(=O)(=O)c4ccc5c(c4)CC(C)N5C(C)=O)CC3)CC2)c1 (stereo not given),0.5,3,-1.7,-1.1,35,1,3.4,12,2
Cn1c(CSCc2ccccc2)n[nH]c1=S,.,3,-3.0,1.4,4,-15,-0.8,0,-6
COc1ccc(CCNC(=O)c2cccc(NS(=O)(=O)c3ccccc3F)c2)cc1OC,0.0,3,-4.5,0.9,4,-7&-3&15,-1.3,-1,2
S=C(Nc1ccc(Cl)cc1)c1sc(N2CCCCC2)nc1N1CCOCC1,.,-7,i,7.8,6,-5,-0.4,5,16
O=C(Nc1cc(Cl)c(O)c(Cl)c1)C1CCCO1 (stereo not given),7.4,3,-0.5,0.2,2,-6,0.4,3,-3
O=C(NCCc1c[nH]c2ccccc12)C(=O)Nc1cc2c3c(c1)CC(=O)N3CCC2,0.5,.,-5.6,5.1,0,-17&10,1.2,4,6
Cc1cc(NC(=O)CSc2nnc(C3COc4ccccc4O3)n2C)no1 (stereo not given),0.9,3,-0.3,0.1,-3,30,0.7,-4,-4
CC(C)CNC(=O)C1(C)CCCN1Cc1ccccc1OC(F)F (stereo not given),0.3,.,i,-0.1,12,.,.,10,5
CN(C)S(=O)(=O)c1ccc(Cl)c(NC(=O)CN2CCc3ccccc3C2)c1,1.3,6,0.1,-1.7,41,1,1.8,-4,-3
CC1(Oc2ccc3ccccc3c2)CCN(Cc2ccc(OC(F)(F)F)cc2)C1 (stereo not given),0.2,.,-0.5,-0.2,-1,.,.,3,-2
CCCNC(=O)C1(C)CCN(C(=O)c2ccc3snnc3c2)C1 (stereo not given),-0.2,.,-0.5,0.6,8,.,.,-2,0
CCOC(=O)c1nc(C)nc(Sc2n[nH]c(-c3ccc(C(C)(C)C)cc3)n2)c1C,2.0,1,-7.1,-0.2,9,-12,-0.7,7,-9
COc1ccc(S(=O)(=O)N2c3cc(C)ccc3OCC2C(C)(C)C)cc1 (stereo not given),.,3,-0.4,1.1,33,-6,4.6,-1,13
O=C1c2ccccc2C(=O)N1c1ncc(Cc2ccc(Cl)cc2)s1,-1.3,4,-0.3,-0.5,3,-12,0.0,12,4
O=C(COc1ccccc1)N1CCc2ccccc21,1.2,-4,-0.2,-0.3,4,-1,-1.2,3,-2
Cc1cc(C)nc(Nc2n[nH]c(COc3ccccc3)n2)n1,.,-5,-2.2,-0.4,3,-24,0.0,-5,-2
O=C(Cc1ccccc1)N/N=C/c1ccccc1OCc1ccc(Cl)cc1,.,6,.,-0.4,27,.,-1.7,0,-6
O=C(c1ccc(COCC(F)(F)F)o1)N1CCCCCC1,.,4,-4.6,-0.2,2,-9,-0.3,6,-5
CCCCCOP(=O)(c1ccccc1)c1ccccc1,-0.2,4,-0.5,-1.3,20,-13,0.0,4,1
CCCCSC1=NN1c1nc(N)nc(C)c1CC,.,4,i,2.9,14,-2,-0.5,5,-2
CCOc1ccc2c(C)c(C(=O)O)oc2c1OCC,.,2,i,-1.1,6,-9,-1.0,-7,1
CCOC(=O)N1CCN(C(=O)c2ccc(Cl)c(NC(=O)c3cccs3)c2)CC1,0.4,.,i,-1.0,1,-13,-1.6,-14,-6
CCOC(=O)c1ccc(NS(=O)(=O)c2ccc3c(c2)CCCN3C(C)=O)cc1,.,0,-0.6,-0.6,2,3,0.3,-3,-2
Cc1ccc(S(=O)(=O)NCCC(=O)NC2CCCC2)cc1,.,-4,i,?,10,-26,-1.1,-5,1
O=C(COC(=O)Cc1ccccc1)Nc1ccc(SC(F)F)cc1,1.4,4,-0.7,-0.4,-4,-20,-1.0,-4,-3
C=C(C)C1CC=C(C)/C(=N\NC(=O)CNc2cccc3ccccc23)C1 (stereo not given),0.6,1,0.6,0.0,-12,.,1.6,10,1
O=C(O)CCn1cc(-c2ccc(F)cc2)nc1-c1ccncc1,1.3,.,-2.2,-0.1,-2,-1,-0.5,4,-3
Cc1ccccc1N1CCN(CC(=O)Nc2nc(C)c(C(=O)N(C)C)s2)CC1,-0.2,-3,i,-0.5,-8,-1,-0.3,11,-3
CNC(=O)C(=O)Nc1nc(C23CC4CC(CC(C4)C2)C3)cs1,0.0,1,0.1,-0.4,0,-5,-0.6,2,-2
C/C(=N\NC(=O)c1ccccc1)c1cccc(Br)c1,-2.2,-1,-0.4,-0.5,-2,.,-0.1,6,-9
CCCCc1cc(=O)oc2c(CN3CCCC3)c(O)c(Cl)cc12,.,-2,-0.3,-0.2,8,-4,0.1,-11,0
COc1ccccc1-n1nnnc1SCc1cc2c(cc1Br)OCO2,.,-2,-0.5,-0.4,27,-15,3.2,-6,-6
CCCCn1c(=O)c(-[n+]2ccccc2)c([O-])c2ccccc21,.,7,0.7,0.4,-1,4,-0.1,-1,-5
CC12CCC(=O)N1C(C(=O)N1CCN(S(=O)(=O)c3ccc(Br)cc3Cl)CC1)CS2 (stereo not given),1.6,.,i,0.5,12,-10,-0.3,1,1
COc1ccc(CCNS(=O)(=O)c2ccc(OC)cc2)cc1,.,-4,-0.4,-0.6,7,-12,0.5,1,-8
CCn1cc(CCCC(=O)NCc2ccccc2OC)c2ccccc21,1.6,1,i,0.5,?,-10,-0.3,12,11
COc1cccc(CN2CC(C(=O)N(C)C3CCOCC3)CCC2=O)c1 (stereo not given),0.9,0,-0.3,-1.6,5,0,-0.5,2,-2
CCOc1ncccc1C(=O)N=C1SCCN1C(=O)c1cccnc1OCC,-0.4,-2,-0.4,-0.5,14,-34,0.0,1,6
CCN=C1S/C(=C\c2ccc(Sc3ccc(Cl)cc3)o2)C(=O)N1CC,.,-2,-0.2,-0.6,-14,-13,-1.1,-6,0
O=c1[nH]c2ccccc2nc1CCc1ccccc1,0.6,5,-1.6,-1.0,1,-11,1.7,7,-3
O=C(CSc1nnnn1-c1cccnc1)NCc1cccs1,.,2,-6.7,-0.5,3,-6,-1.1,-1,-3
COc1ccccc1Oc1ccc(S(=O)(=O)N2CCCCC2)cc1NC(=O)CCNC(C)=O,0.6,-1,i,-1.1,14,0,-0.7,-2,-1
Cc1ccccc1OCCn1cc(/C=C(\C#N)C(=O)NCc2ccco2)c2ccccc21,0.3,4,-0.3,-1.4,23,-11,-2.6,-2,-3
COc1cccc(N2CCN(C(=O)c3cc(-c4ccc(F)cc4)[nH]c3C)CC2)c1,1.1,7,-18,-3.1,1,-2,0.5,-9,-2
Cc1ccc(-c2csc(NC(=O)c3ccccc3Cl)c2C(=O)O)cc1,2.3,8,-0.6,1.6,8,8,3.0,14,13
CN(C(=O)CC1C(=O)NCCN1Cc1ccc(F)c(F)c1)C1CCCCC1 (stereo not given),-0.3,-2,.,-3.9,6,2,2.4,3,-10
COc1ccc(C(=O)NC2CCCN(Cc3ccc(Cl)cc3)C2)c(OC)c1 (stereo not given),1.2,1,i,-4.8,46,4,1.0,11,-13
COCCNC(=O)C(=O)NCC(c1ccc2c(c1)OCO2)N1CCN(c2ccc(F)cc2)CC1 (stereo not given),-3.4,2,-2.1,2.4,3,-10,0.7,6,1
CCOc1ccccc1CNC(=O)CNC(=O)c1cccs1,.,-1,0.5,-1.6,0,2,1.1,.,-4
Cc1ccc(C)c(S(=O)(=O)N2C(=S)NC(=O)C2C(C)C)c1 (stereo not given),.,6,-0.6,0.3,2,3&-11,0.4,-5,2
O=C(CSc1nc2ccccc2c(=O)n1-c1ccc(F)cc1F)NC1CCS(=O)(=O)C1 (stereo not given),0.5,.,i,0.1,-2,.,.,7,0
CC(=O)/C=C(/C)NC(Cc1c[nH]c2ccccc12)C(=O)O (stereo not given),1.3,-6&-4,-1.1,-0.7&-0.8,-6&-9,.,-0.2&-0.9,6&6,-7&-4
CNC(=O)c1cc(C)c(-c2ccccc2)s1,.,-2,0.5,?,3,-7,-0.4,-6,14

# Looked up above:
# Entry of COc1ccc(C(=O)NC2CCCN(Cc3ccc(Cl)cc3)C2)c(OC)c1 (stereo not given) in TcdB inh: 1.2
# Entry of Cc1ccc2nc(-c3ccccc3)c(Cc3ccsc3)n2c1 in Anthrax LF prot: -4
# Entry of Cc1cccc(NS(=O)(=O)c2ccc(C(=O)N3CCCC3)cc2)c1C in PfHsp40 yeast: -0.1
